Bcl-B Bim block: inhibitors of Bim-Bcl-B binding, primary screen, biochemical, multiplexed, human Bcl-2 family; Bcl-2-like protein 10 (Homo sapiens), Q9HD36; bead-based flow cytometry, Bim peptide-Bcl-B binding; inhibition, % at 10 µM; actives 0.073% (n = 190,000); AID 951, 2007;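 note: 0% = tracer peptide without compound and 100% = reference inhibitor peptide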
Target sequence (Q9HD36 whole entry, looked up): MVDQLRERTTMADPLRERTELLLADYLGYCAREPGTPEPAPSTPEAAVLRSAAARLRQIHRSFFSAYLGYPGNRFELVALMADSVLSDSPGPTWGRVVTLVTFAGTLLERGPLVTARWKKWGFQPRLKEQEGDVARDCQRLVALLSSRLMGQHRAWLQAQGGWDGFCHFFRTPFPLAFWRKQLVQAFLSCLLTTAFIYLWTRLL
RGS4-Gao reg: modulators of RGS4 binding to Galphao, primary screen, biochemical, multiplexed bead flow cytometry; Guanine nucleotide-binding protein G(o) subunit alpha (Homo sapiens), P09471; actives lie on both sides; binding response (% of control), % at 10 µM; actives 0.33% (n = 220,000); in the data active = binding response below about 49% or above about 150%; inactive = in between;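 note: fluorescent Galphao activated with aluminum fluoride binding bead-coupled RGS4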
Target sequence (P09471 whole entry, looked up): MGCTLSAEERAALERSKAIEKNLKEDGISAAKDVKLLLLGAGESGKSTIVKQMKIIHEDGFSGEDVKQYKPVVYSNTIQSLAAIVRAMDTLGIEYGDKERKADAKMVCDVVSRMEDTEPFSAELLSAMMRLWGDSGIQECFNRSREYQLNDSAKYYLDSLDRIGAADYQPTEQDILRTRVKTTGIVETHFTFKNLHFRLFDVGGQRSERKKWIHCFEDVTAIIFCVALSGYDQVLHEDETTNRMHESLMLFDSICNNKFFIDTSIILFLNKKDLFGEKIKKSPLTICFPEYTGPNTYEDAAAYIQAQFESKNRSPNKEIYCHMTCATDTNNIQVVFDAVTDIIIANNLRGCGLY
RGS8-Gao reg: RGS8-Galphao binding modulators, primary screen, biochemical, multiplexed bead flow cytometry; response (percent of control binding), % at 10 µM; Guanine nucleotide-binding protein G(o) subunit alpha (Homo sapiens), P09471; actives lie on both sides; actives 0.34% (n = 220,000); AID 1423, 2008; in the data active = response below about 60% or above about 140%; inactive = in between;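 note: Galphao activated as the GDP aluminium fluoride complex binding bead-coupled RGS8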
Mcl1-Noxa inh: Mcl-1/Noxa binding inhibitors, primary screen, biochemical, TR-FRET, 1536-well; Induced myeloid leukemia cell differentiation protein Mcl-1 (Homo sapiens), Q07820; TR-FRET Mcl-1/Noxa peptide binding, 2 h; inhibition, % at 21.7 µM; actives 1.5% (n = 220,000); AID 1022, 2008;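 active = compounds that cut the protein-peptide binding signal by more than 50% relative to plate controls in a single-dose test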;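 note: His-tagged Mcl-1 with rhodamine Noxa BH3 peptide and terbium anti-His antibody; 0% = Mcl-1 plus Noxa peptide wells and 100% = peptide-only wells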
Target sequence (Q07820 whole entry, looked up): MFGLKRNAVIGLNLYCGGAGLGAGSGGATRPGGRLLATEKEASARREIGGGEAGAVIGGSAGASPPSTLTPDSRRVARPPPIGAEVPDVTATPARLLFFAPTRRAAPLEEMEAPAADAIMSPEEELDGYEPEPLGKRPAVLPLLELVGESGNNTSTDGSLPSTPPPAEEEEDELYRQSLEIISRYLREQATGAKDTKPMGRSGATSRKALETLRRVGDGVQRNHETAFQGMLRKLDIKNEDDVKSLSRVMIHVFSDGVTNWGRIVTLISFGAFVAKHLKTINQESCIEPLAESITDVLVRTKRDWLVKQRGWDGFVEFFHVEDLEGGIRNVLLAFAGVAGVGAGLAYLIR
Bcl-W Bim block: inhibitors of Bim binding to Bcl-W, primary screen, biochemical, multiplexed, bead-based flow cytometry; Bim peptide-Bcl-W binding; inhibition, % at 10 µM; actives 0.02% (n = 190,000);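 note: 0% = bound tracer without compound and 100% = peptide blocker; higher means less fluorescent Bim peptide bound to Bcl-W beads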
Target sequence (Q92843 whole entry, looked up): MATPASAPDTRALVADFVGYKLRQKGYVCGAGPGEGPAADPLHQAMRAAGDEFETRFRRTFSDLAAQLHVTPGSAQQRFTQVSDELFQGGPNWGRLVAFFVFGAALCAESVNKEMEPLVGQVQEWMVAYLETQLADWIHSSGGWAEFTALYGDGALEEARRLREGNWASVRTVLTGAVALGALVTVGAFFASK
Bcl-2 Bim block: inhibitors of Bim-Bcl-2 binding, primary screen, biochemical, multiplexed, human Bcl-2 family. Bead-based flow cytometry, Bim peptide-Bcl-2 binding. inhibition, % at 10 µM. actives 0.06% (n = 190,000). AID 950, 2007; in the data active = inhibition above about 40%; inconclusive = no clear call, values can overlap the other calls;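 note: 0% = no compound wells with probe peptide and 100% = reference peptide inhibitor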
Bfl-1 Bim block: inhibitors of Bim binding to Bfl-1, primary screen, biochemical, multiplexed, bead-based flow cytometry. Bcl-2-related protein A1 (Homo sapiens), Q16548. Bim-Bfl-1 binding inhibition. inhibition, % at 10 µM. actives 0.12% (n = 190,000). AID 1008, 2008;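 note: 0% = wells without compound plus tracer and 100% = blocker peptide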
RGS7-Gao: RGS7-Galphao binding modulators, primary screen, biochemical, multiplexed bead flow cytometry; actives lie on both sides; binding response (% of control), % at 10 µM; actives 0.35% (n = 220,000); AID 1439, 2008; in the data active = binding response below about 49% or above about 150%; inconclusive = no clear call, values can overlap the other calls; inactive = in between;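 note: fluorescent Galphao held in activated GDP-AlF4 state binding bead-coupled RGS7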
Bim-Bcl-XL: inhibitors of Bim-Bcl-XL binding, primary screen, biochemical, multiplexed, bead flow cytometry, human Bcl-XL; Bcl-2-like protein 1 (Homo sapiens), Q07817; Bim peptide-Bcl-XL binding, fluorescence; inhibition, % at 10 µM; actives 0.04% (n = 190,000)
Mcl-1 Bim block: inhibitors of Bim peptide binding to Mcl-1, primary screen, biochemical, bead-based flow cytometry, multiplex | Induced myeloid leukemia cell differentiation protein Mcl-1 (Homo sapiens), Q07820 | Bim peptide-Mcl-1 binding | inhibition, % at 10 µM | actives 0.1% (n = 190,000) | AID 1009, 2008;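 note: 0% = no compound tracer wells and 100% = peptide blocker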
Mcl1-Bid inh: Mcl-1/Bid binding inhibitors, primary screen, biochemical, TR-FRET, 1536-well. TR-FRET Mcl-1/Bid-Dy647 peptide binding. Induced myeloid leukemia cell differentiation protein Mcl-1 (Homo sapiens), Q07820. actives 0.97% (n = 220,000). inhibition, % at 21.7 µM;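 active = compounds that cut the binding signal by more than half at the single screening dose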;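 note: His-tagged Mcl-1 with europium anti-His antibody binding Bid BH3 peptide; 0% = Mcl-1 plus peptide wells and 100% = peptide-only wells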
* hit, by the source's call; ? = inconclusive; nt = not tested or not shown. Cut-off read from the data, not from the text of the source, unless noted: active = inhibition above about 40%.

The opening 2 compounds, ahead of the listing:
SMILES	Bcl-B Bim block	RGS4-Gao reg	RGS8-Gao reg	Mcl1-Noxa inh	Bcl-W Bim block	Bcl-2 Bim block	Bfl-1 Bim block	RGS7-Gao	Bim-Bcl-XL	Mcl-1 Bim block	Mcl1-Bid inh
CC(C)(C)c1nnc(NC(=O)c2cccnc2)s1	-5	100	102	19	-1	-1	-3	100	0	0	0
Cc1ccccc1CSCCNC(=O)CSCc1ccc([N+](=O)[O-])cc1	-4	118	114	19	-1	-1	-1	121	-2	-3	-7

The whole of this part, from the first entry:
SMILES	Bcl-B Bim block	RGS4-Gao reg	RGS8-Gao reg	Mcl1-Noxa inh	Bcl-W Bim block	Bcl-2 Bim block	Bfl-1 Bim block	RGS7-Gao	Bim-Bcl-XL	Mcl-1 Bim block	Mcl1-Bid inh
CC(C)(C)c1nnc(NC(=O)c2cccnc2)s1	-5	100	102	19	-1	-1	-3	100	0	0	0
Cc1ccccc1CSCCNC(=O)CSCc1ccc([N+](=O)[O-])cc1	-4	118	114	19	-1	-1	-1	121	-2	-3	-7
CCC(C)(C)c1ccc(Oc2cccc(C(=O)O)c2)cc1	nt	101	102	-2	nt	nt	nt	?	nt	nt	5
COCCNC(=O)CSc1nc2ccccc2c2nc(C)nn12	0	100	98	17	0	2	1	98	0	1	-19
Clc1ccccc1-c1nc(/C=N/N2CCOCC2)c2ccccn12	-5	100	102	6	0	-1	-4	?	0	-2	-34
CCOC(=O)c1cc(C(=O)c2cccs2)n2ccc(C(C)=O)cc12	-45	86	90	-13	7	-15	-6	83	-5	-144	-22
Cc1ccc(/C=C/C(=O)c2ccccc2O)cc1	nt	109	104	-10	nt	nt	nt	?	nt	nt	10
Cc1ccc2ccc(C(Nc3ccccn3)c3ccccc3)c(O)c2n1 (centres undefined)	-6	115	111	7	-1	-7	-10	118	-4	-2	-35
O=C1CN(C(=O)c2ccccc2F)c2ccccc2N1	-3	100	99	6	0	-7	-14	101	-1	2	-2
Cc1ccc(NC(=O)CNCCCN2CCOCC2)cc1S(=O)(=O)N1CCCCC1	nt	98	96	22	nt	nt	nt	?	nt	nt	51*
O=C(Nc1nc(-c2cccs2)cs1)c1cccc(S(=O)(=O)N2CCCCCC2)c1	-4	101	99	-24	0	-2	-11	102	1	2	-55
O=C(CSCc1cnn(-c2ccccc2)c1-n1cccc1)NCc1ccc2c(c1)OCO2	-15	104	104	4	-3	-15	-20	100	-10	-5	-6
CC(C)C(=O)Nc1ccc(C(=O)N/N=C/C2CC3C=CC2C3)cc1 (centres undefined)	-5	103	92	0	-2	-1	-2	99	-7	-1	-32
COC(=O)c1ccccc1NC(=O)COc1ccc(S(=O)(=O)NC(C)C)cc1	0	98	101	20	1	-1	-5	98	1	0	-17
CCCS(=O)(=O)N1CCC(C(=O)NC2CCC(C)CC2)CC1 (centres undefined)	0	102	103	5	0	-15	-18	100	-9	-1	5
CC1=C(C(=O)Nc2ccccn2)C(c2ccc(Cl)cc2Cl)NC(=S)N1 (centres undefined)	-29	94	94	3	-5	-7	0	90	-4	0	-29
COc1ccc(/C=N/Nc2nc(Nc3ccccc3)nc(N3CCCCC3)n2)cc1OC	-5	98	99	-7	2	-5	-10	97	0	2	-3
COC(CN(C(=O)CCl)C(C(=O)NC1CCCCC1)c1ccc(Cl)cc1)OC (centres undefined)	-9	99	105	18	-4	-6	-16	100	-5	-1	-15
CN(CC(=O)Nc1ccc(F)c(F)c1F)C(=O)/C=C/c1ccc(Cl)cc1	-8	97	99	4	-5	-5	-3	97	-8	-5	-11
O=C1NCCN/C1=C\C(=O)c1ccc(Br)cc1	nt	98	99	10	nt	nt	nt	?	nt	nt	-86
CCSc1nnc2c(n1)OC=Nc1ccc(Br)cc1-2	-3	100	99	-7	3	-1	-10	99	3	0	-23
CC(C)CC(c1nnnn1CCc1ccccc1)N1CCC(C(N)=O)CC1 (centres undefined)	-4	102	104	-14	-4	-4	-4	101	-4	-5	-11
COC(=O)c1cc(Cl)c(NC(=O)C(C)C)cc1OC	-1	102	101	5	-2	-3	-4	108	-3	1	-9
Nc1nnc(CCOc2ccccc2Cl)s1	-1	104	107	27	0	0	-4	100	-2	-2	-46
COC(=O)c1ccc(CSc2nc(-c3ccccc3)cs2)o1	-11	109	101	80*	1	-8	-11	104	-8	-2	-4

The results go on.
SMILES	Bcl-B Bim block	RGS4-Gao reg	RGS8-Gao reg	Mcl1-Noxa inh	Bcl-W Bim block	Bcl-2 Bim block	Bfl-1 Bim block	RGS7-Gao	Bim-Bcl-XL	Mcl-1 Bim block	Mcl1-Bid inh
O=C(N/N=C/C=C/c1ccccc1)c1cc2c(ccc3ccccc32)o1	-14	101	100	7	-4	-1	-1	102	-2	0	4
O=C(Nc1ccccc1)c1ccc(NCCN2CCOCC2)c(S(=O)(=O)N2CCOCC2)c1	-1	98	97	-6	-3	-2	-1	101	0	0	-7
Cc1cc(C(=O)COC(=O)c2ccc[nH]c2=O)c(C)n1-c1ccccc1F	nt	99	101	13	nt	nt	nt	?	nt	nt	-122
Cc1ccccc1NC(=S)N(Cc1ccccc1)Cc1cccnc1	-4	103	104	1	-5	-5	-6	?	-3	-2	-19
CCCNC(=O)COC(=O)c1cc(C)nc2ccccc12	0	101	101	14	4	0	-3	?	1	0	-11
COc1ccc(COC(=O)N/N=C(\C)CC(=O)Nc2c(C)cc(C)cc2C)cc1	4	98	97	0	0	0	0	97	-1	0	-21
COc1ccc(CNC(=O)C2CC(C)=C(C)CC2C(=O)O)cc1 (centres undefined)	-4	93	98	3	-2	-3	-4	96	-7	-5	-22
Cc1cc(-c2nnco2)c(C)n1-c1ccc(F)cc1	-14	105	104	4	-2	-9	-12	104	-3	-5	-25
COc1ccc(NC(=O)COC(=O)c2ccc(N3CCCC3=O)cc2)cc1OC	0	96	100	6	0	1	-2	95	-1	1	-26
Cc1cc(C)nc(NC2=NCC(=O)N2c2cccc(Cl)c2)n1	-4	102	107	-19	10	0	-7	95	0	1	-10
Cc1cccc(OC(=O)c2ccncc2)c1C	5	102	102	0	1	0	3	104	0	1	-2
CCc1cccc(C)c1NC(=S)NCc1ccc2c(c1)cc(C)n2C	-4	98	102	-3	-2	-3	-1	101	-2	-3	-26
CC#CC(=O)N1CCC(CO)(CCc2ccccc2)CC1	-2	105	99	-5	0	1	-6	112	0	-1	-4
COc1cc(C2C(C#N)=C(N)Oc3c2ccc2ccccc32)ccc1OCC(=O)Nc1cccc(C)c1 (centres undefined)	-7	96	101	-21	-4	-8	-5	98	-7	-4	-14
CCOc1ccc(-c2noc(-c3cccnc3)n2)cc1OCC	nt	100	99	-2	nt	nt	nt	?	nt	nt	8
NNC(=O)CNC(c1ccccc1)c1cc(Br)ccc1NC(=O)c1ccc(Br)cc1 (centres undefined)	-6	96	101	8	-6	4	0	100	-3	-2	2
CSc1ccc(C(C(C(=O)c2cccs2)N2CCOCC2)N2CCOCC2)cc1 (centres undefined)	-8	98	102	26	-3	-6	-14	102	-5	-3	-31
COc1ccc(Cl)cc1NC(=O)N1CCN(c2ccccc2OC)CC1	nt	77	95	-8	nt	nt	nt	?	nt	nt	-6
NC(=O)CC(NC(=O)Cc1cccc2ccccc12)c1ccc(N2CCN(c3ccccc3)CC2)c([N+](=O)[O-])c1 (centres undefined)	nt	101	102	5	nt	nt	nt	?	nt	nt	-13
O=c1[nH]nc(SCCS(=O)(=O)c2ccc(F)cc2)n1-c1ccccc1C(F)(F)F	nt	105	100	4	nt	nt	nt	?	nt	nt	-37
COC(=O)c1ccc(N2C(=O)CC(NCc3ccccc3)C2=O)cc1 (centres undefined)	-5	100	101	5	0	-11	-13	99	-2	-1	-7
CCOC(=O)C(=CNc1ccc2c(c1)CCN2C(C)=O)C(=O)OCC	nt	99	98	11	nt	nt	nt	?	nt	nt	-26
CCC(=O)c1ccc(OCC(O)CN(CCc2ccccc2)Cc2ccccc2)cc1 (centres undefined)	-2	101	102	16	-1	-4	-4	105	0	1	-15
O=C(O)CN1C(=O)NC2(CCOc3ccccc32)C1=O (centres undefined)	nt	101	101	6	nt	nt	nt	?	nt	nt	4
CCOC1CS(=O)(=O)CC1OCC (centres undefined)	-4	100	99	-10	-1	-2	-2	99	-4	0	-8

Continuation.
SMILES	Bcl-B Bim block	RGS4-Gao reg	RGS8-Gao reg	Mcl1-Noxa inh	Bcl-W Bim block	Bcl-2 Bim block	Bfl-1 Bim block	RGS7-Gao	Bim-Bcl-XL	Mcl-1 Bim block	Mcl1-Bid inh
CCC(C)(C)NC(=O)Nc1cc(Cl)ccc1OC	-1	98	100	11	1	-1	-6	105	1	0	-35
Cc1c(C(=O)OC2CCCCC2)sc2nc[nH]c(=O)c12	-5	102	99	27	-2	-7	-10	102	-18	-1	-35
O=C(NCC1CCCO1)c1ccc2c(=O)n(Cc3ccco3)c(SCC(=O)N3CCCC3)nc2c1 (centres undefined)	1	96	101	1	0	-1	0	98	-1	0	-15
O=c1c2c(-c3ccco3)csc2nc(SCc2cn3cccnc3n2)n1-c1ccccc1	1	97	96	27	0	2	4	98	-1	0	-7
Cc1cc(-n2c(C)cc(C(=O)CSc3nnc4sc5ccccc5n34)c2C)no1	1	111	106	21	-5	0	9	109	-8	-7	1
Cc1cccc(-n2c(N)cc(=O)[nH]c2=S)c1	-1	99	100	6	-2	-1	-1	96	-4	0	8
CC(OC(=O)c1ccc2c(=O)n3c(nc2c1)CCCCC3)C(=O)Nc1ncc(Cl)cc1Cl (centres undefined)	-14	96	97	-121	-7	-14	-15	99	-9	-6	-50
Cc1cc(C)cc(NC(=O)CC23CC4CC(C2)CC(n2nnc(C)n2)(C4)C3)c1	-2	99	99	-10	0	0	0	97	-3	-3	0
CNC(=O)Nc1cc(C)nn1C	-1	98	94	2	0	-1	-3	94	-4	0	-40
c1ccc(-c2ccccc2OCCOCCN2CCNCC2)cc1	-1	92	96	15	-3	-1	-4	91	-1	1	14
O=C(c1ccc2c(c1)OCO2)C1CCCN(C(=O)C2CCOCC2)C1 (centres undefined)	-4	99	104	-12	-3	-5	-5	97	-1	0	-35
CC(C)NCC(O)Cn1c2c(c3ccccc31)CCc1c-2cnn1-c1ccccc1 (centres undefined)	-6	103	108	16	1	1	0	103	-2	-3	-30
CC(C)(C)c1ccc(OCC(=O)Nc2ccc(-c3nc4cccnc4o3)cc2)cc1	-2	100	100	12	8	1	-3	100	11	4	-6
Cc1cccc(NC(=O)C(=O)NCc2ccccn2)c1	3	103	101	2	0	1	0	101	1	0	-29
CCCCSC1=C(C#N)C(c2ccccc2C)C(C(=O)OCC)C(=O)N1 (centres undefined)	-12	102	101	-5	-8	-17	-26	102	-14	-12	-15
Cc1cccc(N2CCN(S(=O)(=O)c3ccc4c(c3)CCC(=O)N4)CC2C)c1 (centres undefined)	-1	103	102	16	0	0	0	103	-1	-1	-20

Assay outcomes (PubChem)
